BLM helicase inh: Bloom syndrome helicase (human) inhibition; P54132; 0.2% of 350,000 active; AID 2528; Potency, µM (titrated, usually from 56.1 µM), without a hit: at the highest dose activity change, negative = inhibition, usual class: inhibitors; recombinant BLM DNA unwinding, fluorescence dequenching;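 note: potency is the fitted concentration of half-maximal effect; plate controls were vehicle for no effect and no enzyme for full effect; nearly all actives have a fitted effect of over 35% in size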
Target sequence (P54132 whole entry, looked up): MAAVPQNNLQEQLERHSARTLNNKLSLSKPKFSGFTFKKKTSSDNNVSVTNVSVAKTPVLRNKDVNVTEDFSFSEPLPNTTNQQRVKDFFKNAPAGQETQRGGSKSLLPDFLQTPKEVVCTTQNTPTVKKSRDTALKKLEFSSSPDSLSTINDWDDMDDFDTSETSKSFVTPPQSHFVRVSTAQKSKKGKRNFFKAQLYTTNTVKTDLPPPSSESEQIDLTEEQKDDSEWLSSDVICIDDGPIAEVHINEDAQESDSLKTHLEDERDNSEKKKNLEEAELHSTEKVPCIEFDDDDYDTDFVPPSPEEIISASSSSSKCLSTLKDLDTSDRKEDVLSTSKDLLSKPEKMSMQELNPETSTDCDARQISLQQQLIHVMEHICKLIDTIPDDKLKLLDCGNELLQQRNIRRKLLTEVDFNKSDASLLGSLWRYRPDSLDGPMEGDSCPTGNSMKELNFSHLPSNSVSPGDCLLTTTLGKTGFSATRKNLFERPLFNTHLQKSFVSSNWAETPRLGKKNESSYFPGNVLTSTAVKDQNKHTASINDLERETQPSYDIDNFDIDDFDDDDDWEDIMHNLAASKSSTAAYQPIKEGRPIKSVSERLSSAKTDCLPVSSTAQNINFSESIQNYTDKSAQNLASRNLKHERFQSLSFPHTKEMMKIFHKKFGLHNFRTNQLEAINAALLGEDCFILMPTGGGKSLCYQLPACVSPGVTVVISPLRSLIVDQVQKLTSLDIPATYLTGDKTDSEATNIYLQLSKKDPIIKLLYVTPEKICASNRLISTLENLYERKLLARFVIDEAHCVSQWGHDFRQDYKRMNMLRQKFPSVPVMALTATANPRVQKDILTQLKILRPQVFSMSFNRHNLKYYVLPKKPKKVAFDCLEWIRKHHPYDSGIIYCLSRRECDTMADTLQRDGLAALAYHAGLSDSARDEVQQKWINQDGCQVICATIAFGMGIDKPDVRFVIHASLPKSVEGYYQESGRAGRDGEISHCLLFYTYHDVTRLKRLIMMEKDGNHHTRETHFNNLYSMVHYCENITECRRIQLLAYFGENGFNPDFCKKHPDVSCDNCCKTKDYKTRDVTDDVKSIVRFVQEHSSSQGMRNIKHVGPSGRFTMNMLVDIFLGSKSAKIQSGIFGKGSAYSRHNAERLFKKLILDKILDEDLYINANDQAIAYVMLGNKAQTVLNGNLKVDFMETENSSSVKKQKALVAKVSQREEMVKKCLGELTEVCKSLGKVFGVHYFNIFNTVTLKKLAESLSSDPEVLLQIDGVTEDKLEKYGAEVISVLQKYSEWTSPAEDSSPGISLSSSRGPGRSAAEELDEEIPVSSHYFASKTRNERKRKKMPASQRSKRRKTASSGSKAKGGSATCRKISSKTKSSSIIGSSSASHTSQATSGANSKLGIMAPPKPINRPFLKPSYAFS
ALOX12 inh: blocks human arachidonate 12S-lipoxygenase. purified 12hLO, xylenol orange hydroperoxide absorbance. P18054. 1.1% of 580,000 active. Potency, µM (doses to about 108 µM), for inactives: at the highest dose activity change, negative = inhibition, actives largely listed as inhibitors; note: potency is the fitted concentration of half-maximal effect; % is set by controls: 0 for no effect and ±100 for the full control effect
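Purified human 12hLO (150 nM final) in 25 mM Hepes, 0.01% Triton X-100, pH 7.0 was preincubated 15 min at room temperature with compound. Then 40 uM arachidonic acid was added, 30 min. Hydroperoxide was read by Fe-XO absorbance ratio 573/405 nm.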
Pol kappa inh: DNA polymerase kappa (human) inhibition; purified Pol kappa, fluorescent DNA synthesis assay, 10 min; Potency, µM (highest dose often 107 µM), inactives show at the highest dose activity, negative = inhibition, most hits filed as inhibitors; 0.53% of 400,000 active; note: potency is the fitted concentration of half-maximal effect; % is set by controls: 0 for no effect and ±100 for the full control effect
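Kinetic fluorescence readout at 0 and 10 min followed reaction start with substrate at 50 nM final. Beforehand, enzyme (10 nM Pol kappa) stood 15 min with compound at room temperature; buffer-only wells were negative controls.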
TRHR ag: TRH receptor (human) agonism; 0.18% of 360,000 active; TRHR cells, calcium flux fluo-8, FDSS agonist mode; activation, % at 2 µM; P34981; in the data active = activation above about 30%; note: 0% is about no effect
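In this calcium-flux screen, cells bearing human TRHR are dye-loaded with fluo-8, baselined for 10 cycles, then exposed to library compounds; positive kinetic calcium responses during the agonist phase mark hits, with TRH as control.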
APEX1 inh: inhibitors of human APE1 endonuclease. P27695. recombinant APE1, TAMRA/BHQ-2 abasic DNA cleavage fluorescence. Potency, µM (top dose mostly 65.8 µM), for the others: at the top dose activity change, negative = inhibition, actives largely listed as inhibitors. 0.35% of 350,000 active. AID 2517;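 note: potency is the fitted concentration of half-maximal effect; plate controls were vehicle for no effect and reference inhibitor for full effect; nearly all actives have a fitted effect of over 55% in size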
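Quantitative HTS: incision of a TAMRA/BHQ-2 double-stranded substrate bearing a tetrahydrofuran abasic site by 0.75 nM APE1 raises fluorescence. Substrate 50 nM final, added after 15 min compound preincubation at room temperature; progress as third-minus-first kinetic read difference.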
Pol iota inh: inhibitors of human DNA polymerase iota; AID 588590; Q9UNA4; Potency, µM (titrated, usually from 115 µM), inactives show at the highest dose activity, negative = inhibition, most hits filed as inhibitors; 1% of 390,000 active; Pol iota fluorescent replication assay, 10 min; note: potency is the fitted concentration of half-maximal effect
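Fluorescent replication assay read twice, at 0 min and 10 min after adding 50 nM (final) substrate. Enzyme (10 nM) and compounds were first incubated 15 min at room temperature; enzyme-free buffer wells were negative controls.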
Anesthetic bind: candidate novel general anesthetic via apoferritin binding; P02791; apoferritin/1-aminoanthracene competitive binding, fluorescence; Potency, µM (titrated, usually from 77.5 µM), inactives show at the highest dose activity change, negative = displacement, actives largely listed as inhibitors; 0.074% of 350,000 active; AID 485281; note: potency is the fitted concentration of half-maximal effect; % is set by controls: 0 for no effect and ±100 for the full control effect; nearly all actives have a fitted effect of over 20% in size
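Read-out: endpoint 1-AMA fluorescence, excitation 380 nm and emission 535 nm, after compounds sit 10 min at room temperature with 10 uM horse-spleen apoferritin in 50% saturated 1-AMA/PBS. Values come from four-parameter Hill fits.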
Pol beta inh: inhibitors of human DNA polymerase beta; P06746; Pol beta primer extension/strand displacement, fluorescence kinetic; Potency, µM (top dose mostly 114 µM), for inactives: at the top dose activity change, negative = inhibition, usual class: inhibitors; 1.3% of 340,000 active; AID 485314; note: potency is the fitted concentration of half-maximal effect; % is set by controls: 0 for no effect and ±100 for the full control effect
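Pol beta (10 nM) was preincubated with compound for 15 min at room temperature. The reaction was then started with 50 nM substrate and read immediately and after a further 10 min at room temperature.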
ERG-DNA inh: ERG Ets/DNA interaction inhibition. P11308. fluorescence polarization, His-ERG Ets domain / labelled DNA. Potency, µM (top dose mostly 76.9 µM), inactives show at the top dose FP activity, negative = inhibition, usual class: inhibitors. 0.028% of 370,000 active. AID 624246; active = well fitted inhibition curve with a large enough effect in the polarisation, with a control signal flat; inconclusive = small, poorly fitted or top-dose-only effect, or effect the other way, or a change in a side signal; inactive = no such curve, though single readings can be large or run the other way; the % refers to the polarisation;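 note: polarization taken with two DNA probes labelled with fluorescein and Texas red; potency is the fitted concentration of half-maximal effect; % of control where 0% means no effect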
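His-tagged ERG Ets domain (1 uM in the protein solution; 300mM KCl, 50mM Tris-HCl, 1mM EDTA, 1mM DTT, pH 7.5) received compound, then a probe mix of 5 nM fluorescein-DNA and 100nM Texas-615-DNA. Fluorescence polarization was read for both dyes.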
* = called active by the depositor; i = inactive; u = inconclusive; x = no result given; & = joins results of further samples; [ ] = another dose, or the depositor's remark. Unless noted, calls come from the whole dose curve; as a rule, active = well fitted curve in the direction sought with a large enough effect; inconclusive = small, poorly fitted or top-dose-only effect, or another doubt; inactive = no such curve, though single readings can be large; an effect the other way counts as inactive or inconclusive. Only part of the results is shown (hit frequency here may not be typical).

item	BLM helicase inh	ALOX12 inh	Pol kappa inh	TRHR ag	APEX1 inh	Pol iota inh	Anesthetic bind	Pol beta inh	ERG-DNA inh	SMILES
1	-13.4%	u	-14.8%	12.3	21.4%	23.0%	-16.6%	19.7%	-1.4%	CN(C)c1ccc(/C=C2\SC(N3CCCCC3)=NC2=O)cc1
2	-6.6%	-12.3%	-1.7%[60.1 µM]	0.2	x	3.2%	8.9%	-23.6%	-8.8%	Cc1ccc(CN2C(=O)N(c3ccc(C)c(Cl)c3)S(=O)(=O)c3ccccc32)cc1
3	-10.4%	0.0%	-1.0%	0.7	-1.0%	4.6%	-19.3%	5.0%	-14.2%	COc1cc(CNC(C)(C)CO)ccc1OCC(=O)Nc1ccc(Br)cc1
4	x	0.0%	-10.0%	x	1.1%	81.3%[activator]	x	x	8.4%	CCN(CC(=O)NCc1ccc(Cl)cc1)C(=O)c1cc(S(=O)(=O)N2CCOCC2)ccc1C
5	-1.4%	i	-19.9%	-0.2	4.0%	-5.2%	-2.9%	5.4%	-14.0%	CC(=O)c1sc2nc(SCC(=O)NCCc3ccccc3)[nH]c(=O)c2c1C
6	-4.1%	-23.8%	-0.6%	-0.6	31.1%	8.7%	-1.2%	0.0%	-6.6%	COc1cccc(C(C(=O)NC2CCCCC2)N(C(=O)c2csnn2)C2CC2)c1 (stereo not drawn)
7	-2.7%	-21.5%	0.0%	0.3	-1.4%	-17.5%	-6.7%	-12.4%	-9.1%	Cc1cc2nnc(SCC(=O)N3CCN(c4ccccc4)CC3)n2c(N)n1
8	-1.4%	-23.7%	-7.7%	0.4	2.6%	23.7%	-2.2%	20.6%	x	CN1C(=O)NC2C1N(S(C)(=O)=O)CCN2S(C)(=O)=O (stereo not drawn)
9	0.5%	u	4.2%	0.1	9.8%	0.3%	-17.9%	16.6%	-5.4%	CCOc1cc(C2C(C(=O)c3ccc(C)cc3)=C(C(=O)OC)Nc3nnnn32)ccc1O (stereo not drawn)
10	-15.4%	0.0%	-5.2%	0.2	4.1%	-20.0%	-8.8%	-3.5%	0.2%	CCCN(Cc1ccccc1)C(=S)Nc1ccc(SC(F)F)cc1
11	x	26.5%	-9.7%	0.1	2.5%	25.5%	x	x	-3.4%	COc1ccc(S(=O)(=O)N(C)C2(C)CCS(=O)(=O)C2)cc1OC (stereo not drawn)
12	-1.0%	-7.0%	5.4%	0.7	10.6%	59.2%[activator]	-3.2%	29.2%	-11.2%	Fc1ccc(CNCC2CCCO2)cc1 (stereo not drawn)
13	x	26.9%	-5.9%	x	22.5%	13.3%	x	x	0.7%	COc1ccc(CN(C)CC(=O)Nc2cccc(S(=O)(=O)N3CCCC3)c2)cc1F
14	-4.1%	-4.3%	13.0%	0.6	2.6%	46.8%[activator]	-4.1%	-13.0%	8.9%	C=CCC(=O)NC(C)c1cnn(-c2ccccc2C)c1C (stereo not drawn)
15	-3.6%	0.1%	-13.7%	0.5	0.5%	24.9%	-8.3%	0.6%	0.8%	CCC(C)[C@H](NC(=O)NCCCc1ccccc1)C(=O)OC (stereo partly drawn)
16	-0.2%	-23.0%	-5.1%	0.8	-10.7%	6.5%	-13.2%	-10.3%	-1.4%	O=C(C1CCCC1)N1CCCC(Nc2ccccc2)C1 (stereo not drawn)
17	-2.0%	-10.9%	0.1%	0.4	x	-10.6%	u	-19.7%	-19.8%	Cc1ccc(C2CC(=O)n3nc(-c4cccc(C)c4)nc3S2)cc1 (stereo not drawn)
18	-0.6%	u	u	-0.4	u	u	-3.9%	12.6µM*	-26.1%	Cc1ccn2cc(CC(=O)O)nc2c1
19	1.1%	-18.4%	-10.0%	0.5	-1.2%	42.9%[activator]	-11.8%	-1.6%	-6.7%	CC(Nc1nc(N2CCNCC2)nc2ccccc12)c1ccccc1 (stereo not drawn)
20	-3.3%	-7.7%	-21.6%	1.3	-1.9%	8.8%	u	-0.7%	-4.4%	CC12CCC(c3nnc(SCC(=O)Nc4cccc5ccccc45)nc31)C2(C)C (stereo not drawn)
21	-1.2%	0.0%	-9.6%	-0.5	-2.5%	0.1%	-17.3%	22.5%	5.6%	Nc1cc(N)nc(SCc2cc(=O)oc3cc4c(cc23)CCC4)n1
22	-2.7%	0.0%	-2.5%	-0.1	1.2%	10.1%	-23.0%	3.6%	3.3%	O=C(Nc1ccccc1Cl)c1cccc(NC(=O)C2C3CC4OC(=O)C2C4C3)c1 (stereo not drawn)
23	3.6%	7.7%	-1.9%	0.6	15.3%	-44.6%	-3.6%	22.1%	5.3%	CN(C)S(=O)(=O)N1CCCC(C(=O)c2ccc(-c3ccccc3)cc2)C1 (stereo not drawn)
24	-6.6%	-15.9%	-6.1%	-0.3	-5.3%	8.1%	0.8%	6.5%	2.1%	CC(=O)c1cccc(NC(=O)C(OC(=O)c2ccccc2NS(=O)(=O)c2cccs2)c2ccccc2)c1 (stereo not drawn)
25	0.4%	0.0%	-4.7%	-0.3	-5.8%	-17.0%	-17.7%	2.9%	-0.6%	COc1ccc(-c2cc(C(=O)Nc3cccnc3)c3ccccc3n2)cc1OC

Part of the list above, reduced to Pol kappa inh, Pol iota inh and ALOX12 inh:
| No. | Structure | Pol kappa inh | Pol iota inh | ALOX12 inh |
| --- | --- | --- | --- | --- |
| 23 | CN(C)S(=O)(=O)N1CCCC(C(=O)c2ccc(-c3ccccc3)cc2)C1 (stereo not drawn) | -1.9% | -44.6% | 7.7% |
| 24 | CC(=O)c1cccc(NC(=O)C(OC(=O)c2ccccc2NS(=O)(=O)c2cccs2)c2ccccc2)c1 (stereo not drawn) | -6.1% | 8.1% | -15.9% |

Other entries:
item	BLM helicase inh	ALOX12 inh	Pol kappa inh	TRHR ag	APEX1 inh	Pol iota inh	Anesthetic bind	Pol beta inh	ERG-DNA inh	SMILES
26	0.0%	2.8%&18.3%	7.3%	0.2	-0.9%	5.0%	-11.8%	8.3%	8.6%	CC(C)(C)N1CC(c2nc3ccccc3n2Cc2ccccc2)CC1=O (stereo not drawn)
27	-0.9%	263.7%[activator]	-5.1%	-0.6	-6.6%	-12.1%	3.0%	1.7%	2.2%	COc1cc(C(=O)N2CCN(c3ccc(C)cc3C)CC2)cc(OC)c1OC
28	0.9%	0.0%	-12.1%	0.6	-11.8%	7.3%	-18.3%	-1.0%	-1.9%	COCCNC(=O)CC(NS(=O)(=O)c1ccc(NC(C)=O)cc1)C(C)C (stereo not drawn)
29	-1.6%	2.4%	-22.4%	0.0	-1.3%	14.2%	-7.0%	28.5%	-22.4%	COCCN1CCC(CNCc2cn[nH]c2-c2ccc(C)c(C)c2)C1 (stereo not drawn)
30	-1.1%	0.2%	-3.7%	-0.7	1.5%	10.4%	-6.5%	0.2%	-0.6%	Cc1ncc(CN2CCN(Cc3ccccc3)C(CCO)C2)s1 (stereo not drawn)
31	-1.6%	0.0%	3.6%	0.2	11.9%	9.8%	-1.8%	-7.2%	-6.4%	Cc1ccc(C)c(C(=O)NCc2ccncc2)c1
32	x	23.6%	5.5%	-0.1	4.5%	30.7%[activator]	x	x	-4.0%	CC(=O)c1cccc(OCC(=O)NC2CCCCCC2)c1
33	-1.8%	-3.3%	-8.7%	0.3	16.3%	56.2%[activator]	-6.8%	-2.6%	-3.9%	COCc1cc(C)n(CC(=O)Nc2ccc(N3CCOCC3)c(Cl)c2)c(=O)c1C#N
34	-3.2%	0.0%[57.4 µM]	-3.9%	0.2	0.9%	18.1%	-7.1%	6.1%	10.4%	COc1ccc(-c2nnc(SCC(=O)N3c4ccccc4Sc4ccccc43)o2)cc1
35	x	-17.1%	-6.7%	-0.2	4.2%	28.2%	x	x	-1.2%	CC(=O)Nc1cccc(NC(=O)C(=O)NCC(c2ccco2)N2CCc3ccccc3C2)c1 (stereo not drawn)
36	-0.3%	0.0%	-10.3%	0.9	11.3%	14.1%	-6.0%	0.3%	1.5%	C=CCn1c(=O)c2ccccc2n2c(SCC(N)=O)nnc12
37	0.4%	2.1%	-5.7%	0.2	7.6%	45.7%[activator]	-6.9%	55.3%	-18.0%	COc1ccc([N+](=O)[O-])cc1NC(=O)COC(=O)C1CC1
38	-0.7%	2.1%	0.2%	0.5	u	132.0%[activator]	-23.2%	-1.6%	-8.9%	Cc1ccc(NC(=S)N(CCCN2CCOCC2)Cc2ccco2)cc1C
39	-7.5%	-12.0%	2.8%	0.3	16.9%	11.3%	-5.8%	46.1%	-12.7%	CCCC(=O)Nc1ccc(C(=O)NN=C(C2CC2)C2CC2)cc1
40	x	-16.8%	-6.5%	0.8	2.2%	5.2%	x	x	7.2%	Cc1ccc(OCCC(=O)Nc2ccc3c(c2)OCO3)cc1
41	4.0%	-7.8%	-1.7%	0.2	-1.2%	15.2%	2.8%	32.9%	-8.4%	CNS(=O)(=O)c1cnccc1N1CCN(C)CC1
42	0.9%	-7.9%	-3.0%	0.4	6.7%	14.6%	75.7%[activator]	16.0%	-0.2%	Cc1cccn2c(=O)c(/C=C(\C#N)C(=O)NC3CCS(=O)(=O)C3)c(N3CCC(C(N)=O)CC3)nc12 (stereo not drawn)
43	-21.1%	-2.0%	-27.5%	0.0	-9.0%	u	-12.1%	2.0%	-4.4%	COc1ccc(NS(=O)(=O)c2cccc(C(=O)N/N=C/c3ccc(O)cc3)c2)cc1
44	-4.5%	u	-15.2%	0.2	2.9%	23.0%	-21.3%	-0.5%	x	COC(=O)c1ccc(CSc2nnnn2-c2ccc(C)cc2C)o1
45	-9.6%	-11.2%	0.7%	-0.1	x	9.0%	7.3%	0.5%	0.7%	Clc1ccc(CCNc2nc3ccccc3c3nc(-c4ccccc4)nn23)cc1
